Assay outcomes: PubChem BioAssay, several laboratories
M4 antag: human M4 muscarinic receptor antagonists, primary screen, CHO cells, Fluo-8 calcium fluorescence; Muscarinic acetylcholine receptor M4 (Homo sapiens), P08173; CHO-hM4 cells, ACh EC80; inhibition, % at 3 µM; 360,000 tested, 0.73% active;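 active = inhibition above its plate's cutoff, the mean inhibition of sample wells plus 3 SD, cut at about 27% in these data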;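 note: 0% = acetylcholine EC80 with DMSO and 100% = DMSO without agonist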
Target sequence (P08173 whole entry, looked up): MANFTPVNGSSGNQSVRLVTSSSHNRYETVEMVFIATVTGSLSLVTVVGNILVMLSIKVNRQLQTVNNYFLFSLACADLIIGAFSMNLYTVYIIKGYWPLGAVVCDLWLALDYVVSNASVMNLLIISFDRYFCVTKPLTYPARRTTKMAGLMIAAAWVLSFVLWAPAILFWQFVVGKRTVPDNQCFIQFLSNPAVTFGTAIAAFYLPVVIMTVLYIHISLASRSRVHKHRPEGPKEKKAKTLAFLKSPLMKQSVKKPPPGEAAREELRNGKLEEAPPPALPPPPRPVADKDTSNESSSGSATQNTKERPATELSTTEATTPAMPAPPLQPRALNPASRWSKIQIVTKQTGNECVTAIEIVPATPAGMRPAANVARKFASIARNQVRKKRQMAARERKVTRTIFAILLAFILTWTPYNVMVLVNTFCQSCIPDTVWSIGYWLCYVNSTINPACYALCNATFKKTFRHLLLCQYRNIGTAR
CRFR2-BP ag: agonists of CRF-BP/CRF-R2 complex, primary screen, cell-based, HEK293, calcium dye fluorescence, uHTS; CRF-binding protein / CRF receptor 2 complex (human); calcium dye fluorescence (FLIPR); percent of saturating CRF peptide response; activation, % at 13.2 µM; 350,000 tested, 0.46% active;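 active = activation of at least 50%, plus an integration ratio under a set limit after plate pattern correction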;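 note: plate controls were neutral control wells without compound for no effect and CRF at EC100 for full effect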
M5 antag: human M5 muscarinic receptor antagonists, primary screen, CHO cells, Fluo-8 calcium fluorescence; CHO-hM5 cells, ACh EC80; inhibition, % at 3 µM; 360,000 tested, 0.59% active; AID 624040, 2012;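 active = inhibition above a per-plate cutoff, the mean of that plate's test compounds plus 3 SD, cut at about 27% in these data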;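 note: 0% = acetylcholine EC80 with DMSO and 100% = DMSO without agonist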
Target sequence (P08912 whole entry, looked up): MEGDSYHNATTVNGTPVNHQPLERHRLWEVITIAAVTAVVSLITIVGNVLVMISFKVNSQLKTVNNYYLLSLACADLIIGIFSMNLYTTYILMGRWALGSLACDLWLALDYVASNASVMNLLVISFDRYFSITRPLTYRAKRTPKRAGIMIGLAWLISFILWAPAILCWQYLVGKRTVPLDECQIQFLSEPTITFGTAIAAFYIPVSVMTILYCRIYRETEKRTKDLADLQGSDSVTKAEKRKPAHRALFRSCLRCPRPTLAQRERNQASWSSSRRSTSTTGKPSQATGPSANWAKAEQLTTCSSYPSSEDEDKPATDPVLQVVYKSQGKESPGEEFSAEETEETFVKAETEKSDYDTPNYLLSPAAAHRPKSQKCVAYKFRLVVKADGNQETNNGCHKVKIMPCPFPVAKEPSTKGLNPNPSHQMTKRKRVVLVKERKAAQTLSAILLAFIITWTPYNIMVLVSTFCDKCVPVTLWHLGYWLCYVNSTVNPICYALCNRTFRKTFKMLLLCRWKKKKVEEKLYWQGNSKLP
M4 PAM: human M4 muscarinic receptor positive allosteric modulators, primary screen, CHO-K1 cells, Fluo-8 calcium fluorescence; Muscarinic acetylcholine receptor M4 (Homo sapiens), P08173; CHO-K1 hM4/Gqi5, ACh EC20; 0% = ACh EC20, 100% = maximal ACh; activation, % at 3 µM; 360,000 tested, 0.4% active;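 active = activation above its plate's cutoff, the mean activation of sample wells plus 3 SD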; note: some results filed as inactive read as strong as hits
CRFBP-R2 block: antagonists of CRF-BP/CRF-R2 complex, primary screen, cell-based, HEK293, calcium dye fluorescence, uHTS | CRF-induced calcium fluorescence | inhibition, % at 11.8 µM | 350,000 tested, 0.59% active | AID 588475, 2011;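 active = inhibition of the ligand-induced calcium signal above about 50% at the single tested concentration, limit read from the data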
CHRM4 agonist: human M4 muscarinic receptor agonists, primary screen, CHO-K1 cells, Fluo-8 calcium fluorescence; 360,000 tested, 0.14% active; CHO-K1 hM4/Gqi5; vehicle 0%, full acetylcholine response 100%; AID 624127, 2012; activation, % at 3 µM; Muscarinic acetylcholine receptor M4 (Homo sapiens), P08173;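 active = activation above the run mean over all test wells plus 3 SD, cut at about 32% in these data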;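 note: peak over basal fluorescence ratio per well then scaled between controls; 0% = DMSO wells and 100% = acetylcholine at EC100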
CHRM5 PAM: human M5 muscarinic receptor positive allosteric modulators, primary screen, CHO-K1 cells, Fluo-8 calcium fluorescence | Muscarinic acetylcholine receptor M5 (Homo sapiens), P08912 | CHO-K1 hM5, ACh EC20 PAM; 0% = ACh EC20, 100% = ACh EC100 | activation, % at 3 µM | 360,000 tested, 0.3% active;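 active = activation above the run cutoff, the mean activation of all test compounds plus 3 SD, cut at about 18% in these data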
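Assay system – human M5 receptor in CHO-K1 cells · Read-out – % activation, ACh-normalized · Technique – Fluo-8 calcium fluorescence · Dosing – single-point, 3 µM nominal · Incubation – Fluo-8 loading 80 min at 37 °C plus 30 min room temperature · Repeats – singlicate, one well per test compound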
IDE inh: human IDE inhibitors in live cells, primary screen, fluorescence polarization, HEK cells, FAbetaB substrate. AID 434962, 2010. 320,000 tested, 0.41% active. FAbetaB cleavage. inhibition, % at 5.59 µM;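 active = percent inhibition above the average of all tested compounds plus 3 SD, set per screening campaign, cut at about 16% in these data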;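 note: IDE supplied by intact live HEK cells; FP after avidin binding of uncleaved biotin substrate so inhibition keeps polarization high; 0% = DMSO wells and 100% = 60 µM reference IDE inhibitor Ii1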
M5 ag: human M5 muscarinic receptor agonists, primary screen, CHO-K1 cells, Fluo-8 calcium fluorescence | Muscarinic acetylcholine receptor M5 (Homo sapiens), P08912 | CHO-K1 hM5 cells; 0% DMSO wells, 100% maximal acetylcholine response | activation, % at 3 µM | 360,000 tested, 0.19% active | AID 624037, 2012;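 active = activation above the run's mean over test compounds plus 3 SD, cut at about 23% in these data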;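 note: signal is peak over basal fluorescence ratio across the kinetic read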
* = called active by the depositor; · = no result given. Compounds were not picked by outcome; overall some 2.9% were active at least once.

The line under a structure holds: M4 antag | CRFR2-BP ag | M5 antag | M4 PAM | CRFBP-R2 block | CHRM4 agonist | CHRM5 PAM | IDE inh | M5 ag
COc1ccc(NC(=O)C(NC(C)=O)C(=O)NCc2ccccc2)cc1 (stereo unspecified)
 : -6 | -2.1 | 0 | -2 | 25 | 0 | -1 | -7 | -1
O=C(Nc1ccc(C(F)(F)F)cn1)Nc1cccs1
 : 4 | -0.9 | 5 | -2 | -34 | 6 | -11 | 6 | 10
CC(C)(C)NC(=O)NC(=O)CN1CCC(Cc2ccccc2)CC1
 : 8 | -1.6 | 18 | -7 | -20 | 1 | -7 | 7 | -3
CC(=O)c1ccc(OCc2cc(C(=O)N3CCC(c4ccncc4)CC3)no2)cc1
 : 15 | -0.2 | 7 | -9 | 9 | 13 | -14 | 9 | 6
CNS(=O)(=O)c1cccc(C(=O)OCC(=O)NC2CCCC(C)C2C)c1 (stereo unspecified)
 : -15 | -0.1 | 2 | 9 | 0 | 2 | 5 | 3 | 5
COc1ccc(C2CC(=O)N(c3ccccc3)C3=C2C(=O)CCC3)cc1 (stereo unspecified)
 : 3 | -0.1 | 9 | -5 | 3 | 0 | -1 | 4 | 0
COC(=O)c1sccc1NC(=O)Cn1cnc2c1c(=O)n(C)c(=O)n2C
 : -4 | -1.8 | -6 | -2 | 15 | 1 | 1 | 2 | -1
COc1ccc(C2=NS(=O)(=O)N(C)C(C(=O)Nc3ccc(F)cc3F)=C2)cc1
 : -11 | 5.9 | 3 | -1 | -29 | 11 | -12 | 2 | 6
Cc1[nH]c(C)c(S(=O)(=O)Nc2ccc(OC(F)(F)F)cc2)c1C(=O)N1CCCCC1
 : -4 | 1.5 | 8 | 2 | -2 | 3 | -1 | -3 | 0
CSc1cccc(NC(=O)CN(C)S(=O)(=O)c2ccc(F)cc2)c1
 : -7 | -1.8 | -8 | -1 | 16 | 6 | -9 | -3 | -1
Cc1oc(-c2cccc(Cl)c2)nc1CN1CCCC(C(=O)NCCCN2CCOCC2)C1 (stereo unspecified)
 : -2 | -1.4 | -3 | 2 | -1 | 2 | -2 | 3 | -2
Cc1ccccc1S(=O)(=O)Cc1ccc(C(=O)NCCCN(C)Cc2ccccc2)o1
 : 1 | 1.0 | 9 | -10 | -15 | 2 | -4 | 5 | -8
O=C(c1ccc(CS(=O)c2ccccc2Cl)o1)N1CCOCC1 (stereo unspecified)
 : -4 | -0.2 | 16 | 2 | 14 | 1 | -4 | -3 | -4
CCOC(=O)c1ccc(S(=O)(=O)Nc2nc3cc(S(=O)(=O)NC4=NCCCCC4)ccc3s2)cc1
 : -8 | -3.8 | 5 | 4 | 1 | 2 | -5 | 3 | 0
COc1ccc(NC(=O)N(C)C[C@H]2OCCCC[C@H](C)Oc3ccc(NC(=O)Nc4ccc5c(c4)OCO5)cc3C(=O)N([C@@H](C)CO)C[C@@H]2C)cc1
 : 0 | 0.6 | 5 | 2 | 0 | 2 | -5 | · | 1
COCC(=O)N1CCC(Oc2ccc(C(=O)N3CCCCC3COC)cc2)CC1 (stereo unspecified)
 : -1 | -0.6 | 4 | 0 | 3 | 0 | 0 | -3 | -5
C[C@@H]1CN([C@H](C)CO)C(=O)CCCn2nncc2CO[C@H]1CN(C)C(=O)Nc1ccc(N2CCCCC2)cc1
 : -7 | -0.5 | -3 | 4 | 4 | 1 | 4 | · | 0
CN1c2ccccc2N(C)C1c1c(O)ccc2ccccc12
 : -4 | 0.5 | -6 | -2 | -21 | 2 | -6 | 8 | -4
CN(CC(=O)Nc1ccc(Cl)c(C(F)(F)F)c1)C(=O)c1cc(=O)[nH]c2ccccc12
 : 13 | -1.1 | 3 | -2 | -7 | 3 | 8 | -1 | 1
CC(C)(C)c1ccc(OCC(=O)Nc2ccncc2)cc1
 : 7 | -0.2 | 20 | -8 | -7 | 12 | -22 | 4 | 6
Cc1ccc(CNC(=O)CCN2C(=O)[C@@H]3Cc4ccccc4CN3C2=O)cc1
 : -12 | -1.8 | 10 | -2 | 4 | 6 | -4 | 6 | -3
N=c1n(CC(=O)c2ccc([N+](=O)[O-])cc2)c2ccccc2n1Cc1ccccc1Cl
 : 0 | 2.6 | 5 | 2 | -45 | 2 | -7 | 0 | 2
CCOC(=O)c1oc2cc(O)ccc2c(=O)c1-c1ccccc1OC
 : 4 | 0.0 | -1 | -4 | -3 | 0 | 0 | 5 | 3
CC(=O)Nc1ccc(C(=O)Nc2ccc3c(c2)OCO3)cc1
 : -4 | -2.0 | -7 | 18 | 17 | 2 | -1 | 3 | -2
COc1ccc(C2CC(c3ccc(Cl)cc3)=NN2C(=O)c2cccc([N+](=O)[O-])c2)cc1 (stereo unspecified)
 : 4 | 2.7 | -9 | 7 | -14 | 0 | 8 | 5 | -1
COc1cccc(-c2cc3onc(-c4ccccc4)c3c(=O)n2C)c1
 : -3 | 2.7 | 10 | 0 | 6 | 1 | 4 | -4 | -3
Cc1cc(NC(=O)CCc2ccc(C)o2)no1
 : -7 | 0.0 | -8 | 19 | 0 | 5 | 5 | 2 | -1
Cc1ccc(OCC(=O)Nc2ccc(NC(=O)c3ccccc3)cc2)cc1C
 : -2 | 0.0 | 3 | 4 | -12 | 1 | 4 | -1 | -2
CN(C)/C=C/C(=O)c1cccc([N+](=O)[O-])c1
 : 8 | -3.4 | 20 | -14 | 3 | 15 | -13 | 2 | 2
O=C(Nc1nnc(COc2ccc(F)cc2)s1)c1cccs1
 : 5 | -0.9 | -8 | 5 | -23 | 0 | 0 | 4 | 1
Cn1c(=O)[nH]c(=O)c2c1nc1n2CCCN1Cc1ccccc1
 : 5 | -3.6 | 7 | 1 | -3 | 0 | 7 | -7 | 0
COc1ccc2oc(=O)c(C(=O)NCCc3ccc(OC)c(OC)c3)cc2c1
 : 3 | 0.7 | 7 | -3 | -1 | 1 | 3 | 5 | 0
COc1ccc(C2(C)CC(C)(C)Nc3ccccc32)cc1 (stereo unspecified)
 : 0 | -1.1 | 2 | -10 | -10 | -2 | 6 | 2 | -5
CCCCCCCCN1C(=O)[C@H](CC(=O)NCc2ccc(OC)c(OC)c2)C[C@@]2(C(=O)OCC)CCCC=C12
 : -12 | · | -3 | -7 | · | 0 | -5 | · | -6
O=C1N(Cc2ccccc2)c2ccc(Br)cc2[C@]12C[C@H](O)CO2
 : -28 | · | -15 | 5 | · | 3 | 12 | · | -1
O=C(NCCCN1CCOCC1)C(C(=O)NCCCN1CCOCC1)c1ncc(C(F)(F)F)cc1Cl
 : -7 | 0.9 | 1 | 1 | -5 | 0 | 9 | 4 | 0
Cc1cnc(C(=O)OCc2ccc(C#N)cc2)cn1
 : -1 | -1.4 | 5 | 7 | -6 | 0 | -1 | 0 | -2
Nc1ccc(N2CCCCC2)c(Cl)c1
 : 0 | 0.5 | -10 | -3 | -14 | 0 | 2 | 0 | -2
O=C(O)c1ccccc1C(=O)NCCc1c(C(=O)O)[nH]c2ccc(F)cc12
 : -2 | -1.3 | 8 | -8 | -2 | 0 | -1 | 5 | 3
CCC1(c2ccccc2)NC(=O)N(CC(=O)N(C)CC(=O)Nc2cccc(OC)c2)C1=O (stereo unspecified)
 : 0 | -0.8 | -1 | -2 | -2 | 0 | 2 | 7 | -1
COCC(C)NC(=O)c1cc(-c2cccc(OC)c2)on1 (stereo unspecified)
 : 3 | 1.6 | 7 | -7 | -37 | 0 | -8 | 4 | -2
O=C(NCCCN1CCCC1=O)c1nnc(Cc2c(F)cccc2Cl)o1
 : 15 | 2.3 | -2 | 14 | -5 | 1 | -2 | 0 | -1
O=C(NCCc1ccccc1)c1ccc(NC(=O)c2cccnc2)cc1
 : -12 | -0.6 | 2 | -2 | 8 | 7 | 0 | · | -3
C#CCNC(=O)C[C@@H]1C[C@@]2(C(=O)OC)CCCCC=C2N(CCC2=CCCCC2)C1=O
 : -14 | · | 11 | 6 | · | 8 | -10 | · | 2
O=C(c1ccco1)N1CCN(C(c2cccs2)c2nnnn2C2CCCCC2)CC1 (stereo unspecified)
 : -3 | -4.8 | 4 | 6 | 4 | 0 | 1 | 8 | -2
Cc1ccc(S(=O)(=O)C2(S(=O)(=O)c3ccc(C)cc3)CC2)cc1
 : -17 | -1.2 | 9 | -7 | -7 | 1 | -3 | 5 | -5
O=C1c2cccc3cccc(c23)C(c2nc3ccccc3[nH]2)N1C1CC1 (stereo unspecified)
 : -8 | · | -8 | 12 | · | 1 | 0 | · | 1
O=C1NC(=S)NC1=Cc1ccco1
 : -10 | 1.5 | -8 | 18 | 14 | 2 | 2 | · | 7
CCOC(=O)C1=C(Nc2ccc(OC)cc2)OCC1=O
 : 7 | -2.1 | 5 | -8 | -2 | -1 | -2 | 0 | 1
COc1cc(Cl)cc2c1Sc1ccccc1/C2=C/CCN(C)C
 : 19 | 0.7 | 36* | -14 | -40 | 2 | -29 | 11 | -12
Nc1ccc(Oc2ccc3nc(-c4ccccc4)c(-c4ccccc4)nc3c2)cc1
 : 1 | 1.8 | -8 | -4 | -5 | 0 | -4 | 3 | -2
CN1C[C@@H](CO)O[C@@H](n2cnc3c(N4CCOCC4)ncnc32)C1
 : 2 | · | -1 | 5 | · | 0 | 1 | · | -1
COc1ccc(C2CC2C(=O)c2ccccn2)cc1 (stereo unspecified)
 : 1 | -1.0 | -17 | 2 | 13 | 1 | 0 | 4 | -2
COc1ccccc1CC(=O)NN1C(=O)NC2(CCC(C)CC2)C1=O (stereo unspecified)
 : -7 | -1.5 | -2 | 4 | -9 | 1 | -3 | · | 4
COc1ccc(C2NC(=O)NC(O)(C(F)(F)F)C2C(=O)c2ccc(F)cc2)cc1 (stereo unspecified)
 : 22 | -0.7 | -3 | -17 | -3 | 1 | 0 | -2 | -12
